# CAL PDZ FP-1: blocks peptide binding to the human CAL PDZ domain | Q9HD26 | AID 602252 | inhibition, % at 24.9 µM | 300,000 tested, 0.92% active | purified CAL PDZ, TMR-peptide fluorescence polarization, 1 h;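 active = mean inhibition of at least 30% with at least half of replicates also reaching 30%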;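 also: 0% = DMSO neutral control and 100% = excess unlabeled competitor peptide PRC23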
# SR-BI HDL uptake: inhibitors of mouse SR-BI mediated HDL lipid uptake; 320,000 tested, 0.96% active; AID 488896; ldlA[mSR-BI] CHO cells, DiI-HDL uptake fluorescence, 3 h; inhibition, % at 12.5 µM; Q61009;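 active = mean replicate inhibition of at least 70% and a set share of replicates each scoring 70 or more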;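 also: 0% = median of neutral control wells and 100% = median of positive control wells; values of inactives mirror those of a sister screen read the other way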
# PfHsp90 yeast 2: inhibits growth of yeast expressing Plasmodium falciparum Hsp90; S. cerevisiae expressing PfHsp90, BacTiter-Glo ATP, 48 h; yeast lacking PDR1 and PDR3 efflux regulators; inhibition, % at 9.4 µM; 310,000 tested, 0.32% active;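 active = every replicate shows inhibition above about 80%, whatever the replicate mean, limit read from the data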;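 also: 0% = DMSO neutral controls and 100% = 20 µM radicicol positive controls; yeast relying on Plasmodium falciparum Hsp90 in place of its own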
# MITF act: increases MITF-driven TRPM1 promoter luciferase signal. SK-MEL-5 TRPM1-promoter luciferase, 24 h; % of positive control, neutral wells = 0. activation, % at 12.5 µM. 300,000 tested, 0.75% active. AID 588334;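 active = mean activation of at least 80% with every replicate also reaching 80%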;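 also: 0% = neutral control wells and 100% = parthenolide positive control wells; values of inactives mirror those of a sister screen read the other way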
# PvdQ acylase: blocks Pseudomonas aeruginosa PvdQ acylase activity; inhibition, % at 10 µM; 340,000 tested, 0.063% active; purified PvdQ acylase, fluorescence plate reader; in the data active = inhibition above about 30%, passing the limit was not always enough;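 also: 0% = vehicle neutral wells and 100% = reference inhibitor wells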
# dFosB activator: activators of mouse delta FosB homodimer. P13346. purified delta FosB, TAMRA-CDK5 oligo fluorescence polarization; percent of positive-control signal above neutral wells. activation, % at 25 µM. 340,000 tested, 0.99% active;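 active = mean activation above about 17%, with every replicate also reaching it, limit read from the data, passing the limit was not always enough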;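 also: fluorescence polarization rise as delta FosB binds a TAMRA Cdk5 AP-1 oligo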
# NSD2 HMT inh: blocks human histone methyltransferase NSD2; NSD2 peptide methylation, AlphaScreen, 120 min; AID 743445; O96028; inhibition, % at 12.5 µM; 310,000 tested, 0.54% active; in the data active = inhibition above about 50%
# CAL PDZ FP-2: inhibitors of human CAL PDZ peptide binding; Q9HD26; purified CAL PDZ, TMR-peptide fluorescence polarization, 1 h; inhibition, % at 20 µM; 330,000 tested, 0.02% active; AID 504414;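 active = highest replicate inhibition of at least 40%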;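 also: plate controls were DMSO neutral control wells for no effect and unlabeled competitor peptide control wells for full effect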
#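 material = purified tagged CAL PDZ domain construct (CerCALP) | buffer or medium = sodium phosphate/NaCl buffer pH 7.4 with TCEP, IgG, Thesit | reagent = TMR-labelled reporter peptide T*-PRC34 bound in PDZ groove | incubation = 1 h room-temperature incubation prior to read | measured by = fluorescence polarization (mP) | evaluation = percent inhibition from loss of millipolarization | control set = unlabelled peptide and DMSO controls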
# Rtt109 HAT inh: blocks Candida albicans Rtt109/Vps75 acetyltransferase activity; purified Rtt109/Vps75, ThioGlo CoA-SH fluorescence, 4 h; 330,000 tested, 0.16% active; inhibition, % at 34.9 µM;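 active = inhibition of at least 50% in every replicate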
# SR-BI DiI-HDL act: enhances SR-BI lipid uptake from DiI-HDL. CHO ldlA[mSR-BI] cells, DiI-HDL uptake fluorescence, 3 h; 100 = double the neutral-control signal. activation, % at 12.5 µM. 320,000 tested, 0.096% active. AID 504775;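 active = mean replicate activation of at least 60% and every replicate at or above 60%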;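 also: 0% = median plate neutral-control signal and 100% = twice that signal; values of inactives mirror those of a sister screen read the other way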
#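 Material: SR-BI-overexpressing, LDLR-lacking CHO cells | Dosing: Single compound concentration, delivered by pin transfer | Probe or stimulus: Labelled HDL, 10 µg/mL | Signal: Bottom-read cell fluorescence after medium removal, ex 550/em 595 nm | Schedule: 3 h, 37 °C | Evaluation: HDL uptake via cellular fluorescence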
# Active calls of the source: *; i = inactive; x = no result given.
cpd	compound	CAL PDZ FP-1	SR-BI HDL uptake	PfHsp90 yeast 2	MITF act	PvdQ acylase	dFosB activator	NSD2 HMT inh	CAL PDZ FP-2	Rtt109 HAT inh	SR-BI DiI-HDL act
1	COCCNC(=O)C1CC(c2cccc(OC)c2)=NO1 (stereo unspecified)	-4	-4	2	-1	6	1	2	x	-2	4
2	CC1Cc2ccccc2N1S(=O)(=O)c1cccc(C(=O)NCc2ccncc2)c1 (stereo unspecified)	x	-2	-5	-15	-16	-5	4	-1.9	0	2
3	COc1ccc(NC(=O)c2c(-c3ccccc3)noc2C)c(OC)c1	-1	31	-31	2	-17	-8	-1	-2.0	-1	-31
4	CN=c1sc(C(=O)Nc2cccc(Cl)c2)cc(=O)n1C	-2	x	-2	x	-18	-10	3	-3.9	2	x
5	Cn1c(N)c(C(=O)COC(=O)c2cccc(S(=O)(=O)N3CCCCC3)c2)c(=O)n(C)c1=O	-1	3	8	-7	0	-8	2	-1.6	10	-3
6	COC(=O)c1c(C)[nH]c(C(=O)OC(C)C(=O)N(C)C2CCCCC2)c1C (stereo unspecified)	-2	40	13	3	6	-9	2	-0.6	8	-40
7	Cc1cc(N2C(=O)C3C4C=CC(C4)C3C2=O)no1 (stereo unspecified)	-4	-27	x	x	-15	0	1	0.3	6	27
8	CCCOC1CCCN(C(=O)c2cc(COc3ccc(F)c(F)c3)on2)C1 (stereo unspecified)	-1	4	8	90*	2	0	-3	-0.9	10	-4
9	Cc1cc(C(=O)NNC(=O)c2ccccc2O)c(C)o1	2	13	0	9	-5	2	-2	-0.4	-1	-13
10	O=C(N/N=C/c1coc2ccc(Cl)cc2c1=O)c1ccc(O)cc1	-2	-26	49	-13	-7	-13	0	-4.3	11	26
11	O=C(CCCl)N1CCCC2(CCCCC2)C1	2	x	-11	3	-14	-2	-3	-1.2	3	x
12	CCOC(=O)C1CCN(C(=O)N(C)C)CC1	0	-31	11	-8	-7	-2	-4	0.3	-19	31
13	Cc1ccc(C)c(COC(=O)c2cc(S(=O)(=O)N3CCCCC3)ccc2N2CCOCC2)c1	-2	-15	-8	-4	-3	-6	-1	-2.2	3	15
14	O=C(NCc1cccnc1)c1cccc2c1C(=O)N(Cc1cccnc1)C2	-3	4	-7	-12	-14	-4	1	-0.8	-20	-4
15	Cc1[nH]c(=O)[nH]c(=O)c1S(=O)(=O)Nc1ccc(Br)cc1F	5	-17	1	5	-1	6	-12	-0.8	-2	17
16	Cc1ccc(S(=O)(=O)/N=c2\ccc(Cl)cn2C(F)F)cc1	1	-6	7	8	6	-1	-2	0.1	9	6
17	Cc1ccc(NC(=O)C(C)OC(=O)/C=C/c2ccccc2)cc1 (stereo unspecified)	10	-3	10	-1	-8	8	0	0.4	-1	3
18	CC(=O)Nc1ccc(NC(=O)Cn2c(=O)n(-c3ccccc3)c(=O)c3oc4ccccc4c32)cc1	-6	x	17	6	-17	2	-1	-2.5	-1	x
19	CCN(CC)Cc1csc2ccc(Br)cc12	x	1	27	-4	-8	-1	4	0.7	6	-1
20	CN(C)CCCOc1ccc2c(c1)Sc1ccccc1CC2=O	-8	-20	5	-8	1	1	29	-1.6	-9	20
21	Cc1ccc(-c2nc(NCc3ccco3)n(S(C)(=O)=O)n2)cc1	1	-4	-5	26	-21	-5	1	-2.5	3	4
22	CC1=CC(C)(C)Nc2ccc(OC(=O)CN3C(=O)CCC3=O)cc21	-1	9	33	5	3	3	3	-1.7	-4	-9
23	COc1ccc(OC)c(NC(=O)C2CCCN(S(=O)(=O)c3c(C)noc3C)C2)c1 (stereo unspecified)	-4	50	12	2	-24	-8	x	x	1	-50
24	COc1cccc(C(=O)Nc2ccc(-n3nncc3C(C)(C)C)cc2)c1	-10	49	x	-3	-12	-9	0	-2.5	11	-49
25	O=C(NCC(c1ccco1)N1CCOCC1)C1CCCCC1 (stereo unspecified)	-6	-20	-27	-3	-4	-1	x	-1.7	7	20
26	CCOC(=O)N1CCN(C(=O)C(=O)N/N=C/c2ccc(OC)cc2OC)CC1	1	-4	-1	x	-9	-6	-1	-0.5	-4	4
27	O=C1c2ccc([N+](=O)[O-])cc2C(=O)N1CNc1ccccn1	-1	-13	-11	0	-4	-5	-1	-0.4	0	13
28	O=C(Nc1nccs1)C1CCN(S(=O)(=O)c2ccccc2)CC1	-7	-6	-1	11	-13	-16	x	-4.0	4	6
29	O=S(=O)(NCCOCCNS(=O)(=O)c1ccccc1)c1ccccc1	-3	-29	-22	-7	8	-1	-8	-0.3	0	x
30	Cc1ccc(-c2csc3nc(SCC(=O)N(C)C)n(Cc4ccccc4)c(=O)c23)cc1	0	1	5	-38	1	1	0	-1.5	5	-1

# Three entries out of the list above, arranged by their value in dFosB activator, falling.
cpd	compound	CAL PDZ FP-1	SR-BI HDL uptake	PfHsp90 yeast 2	MITF act	PvdQ acylase	dFosB activator	NSD2 HMT inh	CAL PDZ FP-2	Rtt109 HAT inh	SR-BI DiI-HDL act
17	Cc1ccc(NC(=O)C(C)OC(=O)/C=C/c2ccccc2)cc1 (stereo unspecified)	10	-3	10	-1	-8	8	0	0.4	-1	3
11	O=C(CCCl)N1CCCC2(CCCCC2)C1	2	x	-11	3	-14	-2	-3	-1.2	3	x
13	Cc1ccc(C)c(COC(=O)c2cc(S(=O)(=O)N3CCCCC3)ccc2N2CCOCC2)c1	-2	-15	-8	-4	-3	-6	-1	-2.2	3	15

# Further entries.
cpd	compound	CAL PDZ FP-1	SR-BI HDL uptake	PfHsp90 yeast 2	MITF act	PvdQ acylase	dFosB activator	NSD2 HMT inh	CAL PDZ FP-2	Rtt109 HAT inh	SR-BI DiI-HDL act
31	Nc1ccc(-c2nnn(Cc3ccccc3)n2)cc1	-3	-25	-23	x	-3	2	1	-2.5	6	25
32	FC(F)(F)c1ccnc(Sc2n[nH]c(C(F)(F)F)n2)c1	-2	4	1	1	-13	-6	0	-1.2	-6	-4
33	Cc1ccc(C(=O)OC2CCN(c3ccc([N+](=O)[O-])cc3)CC2)cc1	-2	x	-1	x	-7	0	-4	-0.8	-1	x
34	CCC(C)[C@H](NC(=O)C1CCC(CNC(=O)[C@@H]2CCCN2C(=O)OC(C)(C)C)CC1)C(=O)O (stereo partly specified)	3	-50	6	1	1	5	-15	-0.8	7	50
35	O=C(CCc1nnc(Cc2cccc(C(F)(F)F)c2)o1)NCCc1ccccc1F	-1	-18	20	x	-15	-6	-2	0.1	1	18
36	CCOc1ccc(S(=O)(=O)NCc2ccccn2)cc1NC(=O)c1ccccc1F	-3	1	9	-38	6	-3	-1	-1.6	-10	-1
37	O=C(CSc1c2c(nc3cc(Cl)ccc13)CCCC2)NCCCN1CCOCC1	-3	2	-8	-12	-9	-12	3	-2.1	-34	-2
38	CCCC(=O)Nc1ccc2oc(-c3cccnc3)nc2c1	-6	3	10	51	-4	-16	10	-1.4	4	-3
39	CC(C)c1ccc(CN(C)CC(O)c2ccccc2)cc1 (stereo unspecified)	-1	-18	-12	-2	-16	-4	0	-2.2	-1	18
40	COc1ccc(CN(C(=O)Cc2c[nH]c3ccccc23)C(C(=O)NC2CCCCC2)c2ccc(C)o2)cc1 (stereo unspecified)	16	-35	-27	-6	4	-2	-1	-0.1	-4	35
41	COc1cccc(CC(=O)N2CCCC(CCC(=O)N3CCN(c4ccccn4)CC3)C2)c1 (stereo unspecified)	3	15	11	1	-5	-1	-8	0.2	3	-15
42	Cc1ccc(NC(=O)CN2CCC(NC(=O)C3CCCCC3)CC2)c(Br)c1	-1	-5	-9	7	3	-6	0	-2.6	17	5
43	Cc1ccc(CNC(=O)C2CCN(S(=O)(=O)c3c(C)noc3C)CC2)cc1	x	-10	21	x	-5	-4	-6	0.6	6	10
44	O=C(Nc1ccc(Cl)cc1C(=O)N1CCCC1)c1cccc([N+](=O)[O-])c1	-5	25	17	-1	2	2	-5	-1.7	x	-25
45	Cc1cccc(NC(=O)c2nc[nH]c2C(=O)NCC(=O)OC(C)(C)C)c1	-4	9	2	6	-7	-7	x	-2.7	24	-9
46	CCOC(=O)c1sc(NC(=O)c2ccc(S(=O)(=O)N3CCCCC3)cc2)nc1-c1ccccc1	-5	0	10	3	-7	4	-2	-0.1	-6	0
47	COc1ccc(-c2cn3cccnc3n2)cc1F	-2	8	12	45	-14	3	-1	-1.6	i	-8
48	CC(=O)CCC1C2C(O)C(C(C)C)C(OC(=O)/C=C/c3ccccc3)CC12C (stereo unspecified)	-2	-5	-17	x	-19	-14	x	0.3	7	5
49	O=C(O)COc1ccc(S(=O)(=O)N2CCCC2)cc1	0	-29	-2	x	-12	-1	1	-0.3	2	29
50	CCOCCCNc1ccc(-c2ccccc2)nn1	3	-6	0	64	-9	8	-1	-1.4	4	6
51	Cc1cc2c(ncn2C)c(NS(=O)(=O)c2ccc(Cl)cc2)c1C	-3	11	-19	-3	-12	2	2	-3.1	x	-11
52	CCOC(=O)N(Cc1ccccc1)C(C(=O)O)C(C(=O)O)N(Cc1ccccc1)C(=O)OCC (stereo unspecified)	1	-32	-33	x	-3	2	-1	-0.5	5	32
53	CCOC(=O)c1nnn(-c2ccccc2)c1C	-1	-14	-10	13	-5	5	-1	0.3	-1	14
54	CSc1n[nH]c(=O)n1-c1ccc(Cl)cc1	-15	-24	-5	-12	1	1	0	-1.0	18	24
55	COc1ccc(OC)c(NC(=O)c2cnn(-c3ccccc3)c2C)c1	-5	35	45	-4	-18	1	1	-1.0	4	-35
56	COc1ccc([C@@H]2C[C@@H](c3ccccc3)Oc3cc(OC)c(OC)c(OC)c32)cc1	-3	24	1	-5	-15	1	x	-0.6	-6	-24
57	NC(=O)COC(=O)c1sc2ccccc2c1Cl	x	-8	0	1	2	-4	-1	0.5	-8	8
58	Cc1nn(-c2ccccc2)c(Cl)c1/C=N/NC(=O)CNC(=O)c1ccccc1Cl	-6	39	-4	4	5	-3	0	-2.8	5	-39
59	CC(Oc1ccc(F)cc1)C(=O)Nc1cccc(-c2nn[nH]n2)c1 (stereo unspecified)	x	-10	-3	2	-1	-13	1	-0.7	7	10
60	CC1CCC2(CC1)NC(=O)N(CC(=O)Nc1ccc3[nH]c(=O)[nH]c3c1)C2=O (stereo unspecified)	1	-1	1	1	-15	-5	-1	-0.5	6	1
61	COc1cccc(-c2c(-c3cc(OC)cc(OC)c3)n(C)c3ccc(-c4ccc(OC)nc4)cc23)c1	2	25	-12	15	-12	-3	x	0.2	4	-25
62	CC1(c2nnc(-c3ccc(Cl)cc3)o2)CC(c2c(Cl)cccc2Cl)=NO1 (stereo unspecified)	1	-2	-3	7	3	-7	x	-0.8	-3	2
63	O=[N+]([O-])c1cc(CS(=O)(=O)Oc2ccc(Cl)cc2)c(O)c([N+](=O)[O-])c1	-1	-3	-3	x	-4	6	5	-0.9	4	3

# Along the list, from the results shown:
# Nos. 50–57 in Rtt109 HAT inh, in turn: 4, x, 5, -1, 18, 4, -6, -8
# Nos. 50–57 in PvdQ acylase, in turn: -9, -12, -3, -5, 1, -18, -15, 2
